Bioassay records from PubChem BioAssay.
ALOX12 inh = blocks human arachidonate 12S-lipoxygenase; P18054; purified 12hLO, xylenol orange hydroperoxide absorbance; Potency, µM (top dose mostly 108 µM), without a hit: at the highest dose activity change, negative = inhibition, actives largely listed as inhibitors; actives 1.1% (n = 580,000); AID 1671190; active = well fitted inhibition curve with a large enough effect; inconclusive = small, poorly fitted or top-dose-only effect, or another doubt; inactive = no such curve, though single readings can be large or run the other way
Target sequence (P18054 whole entry, looked up): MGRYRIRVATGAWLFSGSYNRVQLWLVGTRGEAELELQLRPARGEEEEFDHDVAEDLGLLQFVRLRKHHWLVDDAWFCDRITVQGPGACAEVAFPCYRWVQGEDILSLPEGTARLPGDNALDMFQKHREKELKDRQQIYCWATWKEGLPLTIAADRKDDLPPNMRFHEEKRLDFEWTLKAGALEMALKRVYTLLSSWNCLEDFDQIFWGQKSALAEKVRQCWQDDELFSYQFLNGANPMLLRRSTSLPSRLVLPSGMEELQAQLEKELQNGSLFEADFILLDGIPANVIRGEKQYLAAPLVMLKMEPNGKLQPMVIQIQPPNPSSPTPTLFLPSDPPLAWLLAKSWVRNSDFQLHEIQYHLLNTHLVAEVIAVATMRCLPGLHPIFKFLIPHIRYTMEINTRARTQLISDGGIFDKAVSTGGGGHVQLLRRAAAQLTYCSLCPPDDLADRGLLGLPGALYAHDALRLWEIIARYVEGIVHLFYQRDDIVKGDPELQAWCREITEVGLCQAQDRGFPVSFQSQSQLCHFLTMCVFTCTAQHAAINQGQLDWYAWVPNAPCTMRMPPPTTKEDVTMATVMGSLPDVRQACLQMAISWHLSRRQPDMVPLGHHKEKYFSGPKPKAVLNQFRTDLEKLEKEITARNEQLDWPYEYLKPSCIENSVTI
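Purified human 12hLO at 150 nM in 25 mM Hepes, 0.01% Triton X-100, pH 7.0, preincubated 15 min at room temperature with compound. Reaction started with 40 uM arachidonic acid, 30 min at room temperature. Hydroperoxide measured by Fe-xylenol orange, 573/405 nm absorbance ratio.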
* = called active by the depositor; ? = inconclusive; [ ] = remark or other dose. % is set by controls: 0 for no effect and ±100 for the full control effect; potency is the fitted concentration of half-maximal effect. These rows are one share of the data (hit frequency here may not be typical).

| ALOX12 inh | SMILES |
| --- | --- |
| -19% | O=C(Cc1ccccc1)NCC1CN(Cc2ccc(C(=O)O)cc2)CC12CN(c1ccccc1)C2 (stereo not drawn) |
| 59%[activator] | Cc1nc(CCNS(=O)(=O)c2cccc(C(F)(F)F)c2)no1 |
| 9% | CC(C)N1CCN(Cc2cnc(N3CCOCC3)s2)CC1CCO (stereo not drawn) |
| 9% | O=C(c1ccc(N2CC3CC(C2)[C@H]2CCCC(=O)N2C3)nc1)N1CCN(c2ccc(Cl)cc2)CC1 (stereo partly drawn) |
| 3%[6.33 µM] | O=C(c1ccc(F)cc1)N1CCn2c(nn(-c3cccc(Cl)c3)c2=O)C1 |
| 1.8µM* | CCOc1cc(C2CC(=O)N3CN(c4ccccc4)CSC3=C2C#N)cc(Br)c1O (stereo not drawn) |
| 6% | Cc1cnc(-n2ncc(C(=O)N(C)C3CCOC3)c2C)nc1-c1ccc(F)cc1 (stereo not drawn) |
| -7% | Cc1ccccc1-n1ncc2c1ncn1nc(-c3cccs3)nc21 |
| 15% | COCCN1C(=O)c2ccccc2C(C(=O)Nc2nnc(C(C)C)s2)C12CCCCC2 (stereo not drawn) |
| -36%[176 µM] | CCOC(=O)c1cccc(NC(=O)N2CC[C@@H](CC(=O)NCCOC)[C@@H](CC)C2)c1 |
| ? | Cc1nc(-c2cccc(Cl)c2)n(CC(=O)Nc2ccccc2F)c(=O)c1CCO |
| 32µM* | CCN(CC)c1ccc(/C=N/NS(=O)(=O)c2ccc(Cl)cc2)cc1 |

Structures listed above that bear a hit mark in ALOX12 inh.
| ALOX12 inh | SMILES |
| --- | --- |
| 1.8µM* | CCOc1cc(C2CC(=O)N3CN(c4ccccc4)CSC3=C2C#N)cc(Br)c1O (stereo not drawn) |
| 32µM* | CCN(CC)c1ccc(/C=N/NS(=O)(=O)c2ccc(Cl)cc2)cc1 |

(list continues)
| ALOX12 inh | SMILES |
| --- | --- |
| -12% | CCOC(=O)C1=C(C)N(CCCC(=O)O)C(=O)NC1c1cc2ccccc2c2ccccc12 (stereo not drawn) |
| -2%[176 µM] | O=C(NCCN1CCNC1=O)c1cnc2n1CCN(Cc1cccnc1)CC2 |
| 11% | COc1ccc(C(CC(=O)N(C)C)c2ccccc2)cc1 (stereo not drawn) |
| 8% | CSc1cccc(NC(=O)c2cc3c(N4CCCC4)nc(C)cn3n2)c1 |
| 35%[activator] | Cc1ccncc1C(=O)N1[C@@H]2CC[C@H]1CC(NC(=O)c1ccc(F)cc1)C2 (stereo partly drawn) |
| 20% | CCOC(=O)c1sc(NC(=O)Nc2ccccc2Br)nc1C |
| 36%[activator] | Cc1nc2nc(NCc3ccc(Cl)cc3)[nH]n2c(=O)c1CCC(=O)Nc1ccc2ccccc2c1 |
| -24% | CCOc1ccccc1N1CCN(CC(=O)Nc2ccc(C)cc2F)CC1 |
| 14% | COc1ccccc1NC(=O)N1CCC(N2CC3CC(C2)[C@H]2CCCC(=O)N2C3)CC1 (stereo partly drawn) |
| 50%[activator] | O=C(NCc1ccncc1)c1nn(-c2ccccc2)c(=O)c2ccccc12 |
| 63%[activator] | CN1C(=O)Cc2cc(S(=O)(=O)Nc3cccn4nc(C5CC5)nc34)ccc21 |
| -1% | O=C1c2ccccc2-c2ccccc21 |
| 41% | CCCn1nc(C)c(-c2cc(C(=O)N3CCCC(Cc4nncn4Cc4ccccc4)C3)[nH]n2)c1C (stereo not drawn) |
| 7% | COCCNC(=O)C(C)N1C(=O)COc2ccc(C(=O)COc3ccc(C)c(C)c3)cc21 (stereo not drawn) |
| ? | CC1(C(=O)O)CCN(C(=O)C2CCCCC2)CC1 |
| 19% | CCOc1cc(-c2nc(C3CC(=O)N(c4ccc(F)c(Cl)c4)C3)no2)cc(OCC)c1OCC (stereo not drawn) |
| 10% | COc1ccc(-c2nn3c(CCCC(=O)O)nc4ccccc4c3nc2=O)cc1 |
| ? | Cc1cccc(C(=O)NC(Nc2ccc3ccccc3c2)C(Cl)(Cl)Cl)c1 (stereo not drawn) |
| 17% | CCn1nccc1C(=O)N1C[C@@H]2CCCN3CCC[C@@H]([C@H]23)[C@H]1CCCC(=O)Nc1ccccc1 |
| -3% | O=C(Nc1cccc(S(=O)(=O)N2CCCC2)c1)c1cc(=O)c2ccccc2o1 |
| 0%[176 µM] | O=C(NCc1ccccc1)C1=NO[C@@H]2CN(Cc3cccc(F)c3)C[C@H]12 |
| -28% | N#Cc1nc(-c2ccccc2F)oc1NCc1ccccc1Cl |
| 54%[activator] | Cc1noc([C@H]2CCN(Cc3ccc(F)c(F)c3)C[C@H]2NC(=O)C2CC2)n1 |
| ? | COc1cc(C#N)ccc1OC(C)c1ccccc1Cl (stereo not drawn) |

Quoted at random: 6 records from the list
| ALOX12 inh | SMILES |
| --- | --- |
| 0%[176 µM] | O=C(NCc1ccccc1)C1=NO[C@@H]2CN(Cc3cccc(F)c3)C[C@H]12 |
| ? | Cc1cccc(C(=O)NC(Nc2ccc3ccccc3c2)C(Cl)(Cl)Cl)c1 (stereo not drawn) |
| -28% | N#Cc1nc(-c2ccccc2F)oc1NCc1ccccc1Cl |
| 19% | CCOc1cc(-c2nc(C3CC(=O)N(c4ccc(F)c(Cl)c4)C3)no2)cc(OCC)c1OCC (stereo not drawn) |
| ? | COc1cc(C#N)ccc1OC(C)c1ccccc1Cl (stereo not drawn) |
| ? | CC1(C(=O)O)CCN(C(=O)C2CCCCC2)CC1 |

Additional records follow:
| ALOX12 inh | SMILES |
| --- | --- |
| 56µM* | N#Cc1cccnc1-c1cccc(C(=O)O)c1 |
| 15% | CN1CCCC1c1nc(C2CN(C(=O)CCc3nc4ccccc4s3)C2)no1 (stereo not drawn) |
| 13µM* | Cc1cccc(OCC(O)CN2CCCN(c3ccc(C(F)(F)F)cn3)CC2)c1 (stereo not drawn) |
| 6% | Cc1cccnc1C(=O)N1C[C@@H](COc2ccccc2)[C@H](C(N)=O)C1 |
| 8% | Cc1ccc(S(=O)(=O)N2CCCC(Cn3c(C)nc4cccnc43)C2)cc1 (stereo not drawn) |
| 5% | COc1ccc(-c2cc(N3CCN(C(=O)c4ccc(F)c(Cl)c4)CC3)n[nH]2)cc1 |
| ? | C=CCNC(=S)NCCCOC |
| -30% | Cc1cc(=O)[nH]c(NCCNC(=O)[C@H]2CCC[C@@H](O)C2)n1 |
| 17% | COc1ccccc1CCC(=O)NC1CCN(c2cc(C(F)(F)F)nc(C)n2)CC1 |
| -11% | COc1cccc(-c2cc(C(=O)NCc3c(C)cc(C)[nH]c3=O)c3c(c2)ncn3C)c1OC |
| 8% | Cc1ccsc1C(=O)OCC(=O)NC(=O)NC1CCCC1 |
| 60%[activator] | COCCNC(=O)[C@@H]1C[C@@H](O)CN1C1CCN(C(=O)CCc2c[nH]c3ccccc23)CC1 |
| ? | COc1ccc(C(=O)Nc2oc3ccc(Cl)cc3c(=O)c2-c2ccc3c(c2)OCO3)cc1 |
| -3% | NC(=O)c1c(N)[nH]c(C(=O)c2ccccc2)c1-c1ccccc1 |
| 7% | COCCn1c(SCc2nnc(C)o2)nc2sc(C)c(C)c2c1=O |
| 35%[activator] | CC(C)CNC(=O)CC1COCCN1C(=O)c1ccc2c(=O)n(C)cnc2c1 (stereo not drawn) |
| 42% | CCC1=C(C(=O)OC)C(c2ccccc2OC)N2C(CC(=O)NC(C)(C)C)=CSC2=N1 (stereo not drawn) |
| ? | COc1ccc2cc(C(=O)NCCCN(C)C)[nH]c2c1 |
| 58%[activator] | N#Cc1ccccc1CN1CCNc2nc(CN3CCN(CCO)CC3)n(Cc3ccccc3)c2C1=O |
| -36% | COc1cc(C(=O)Nc2cccc(-c3nncn3C)c2)cc(OC)c1C |
| ? | OC(c1cccc(C(F)(F)F)c1)c1nc(Nc2ccc3c(c2)OCO3)n[nH]1 (stereo not drawn) |
| -3% | COc1ccc(-c2cc(N3CCCC(NC(=O)C4CCN(C(C)=O)CC4)C3)n[nH]2)cc1 (stereo not drawn) |
| ? | COc1cccc2cc(C(=O)N3CCN(c4ccc(C)cc4)CC3)c(=O)oc12 |
| 2%[6.33 µM] | CN(C)C(=O)N1CCn2c(nnc2-c2cncc(Br)c2)C1 |
| ? | Cc1cc(C(=O)NCc2ccncc2)c2c(C3CCNCC3)noc2n1 |
| 8% | O=C(c1cccnc1)C1CCCN(Cc2ccc3c(c2)CN(C(=O)c2cccc(Cl)c2)CCO3)C1 (stereo not drawn) |
| ? | CCN1CCC(NC(=O)c2ccc(S(=O)(=O)Nc3ccccc3)cc2)CC1 |
| 3% | Cc1cccc(NC(=O)N2CC3CN(C)CC(C2)O3)c1 |
| 22%[176 µM] | O=C(NCc1ccccc1)N1CCC(O)(c2csc(CN3CC[C@@H](O)C3)n2)CC1 |
| 62%[activator] | Cn1cccc1C(=O)N1CCC2(CC1)CN(C1CCC1)CC2CO (stereo not drawn) |
| 11% | COc1cccc(CC(=O)Nc2ccc3c(c2)CN(CCc2ccccc2)C(=O)C(C)O3)c1 (stereo not drawn) |
| ? | C=CCO[C@@H]1CCN2C(=O)c3cc(-c4ccccc4F)ccc3NC(=O)[C@H]12 |
| 33% | Cc1cnc(CC2CCCN(C(=O)N(C)C)C2)n1C(C)C (stereo not drawn) |
| 52%[activator] | CCc1cc(CC)n(-c2nc3c(c(=O)n(CCN4CCCCC4)c(=O)n3C)n2CC)n1 |
| -15% | CC1(C)CC(NC(=O)C2CCC2)CC(C)(CNC(=O)C2CCC2)C1 (stereo not drawn) |
| 69%[activator] | O=C(NCc1ccccn1)c1ccc2c(c1)N(C(=O)c1ccc(F)cc1)CC2 |
| 0%[6.33 µM] | O=C(c1cc(-c2cccc(C(F)(F)F)c2)c2nncn2n1)N1CCCC1 |
| -17% | COc1ccccc1-c1cnn(C(C)(C)C(=O)NCc2ccccc2Br)c1 |
| 0% | Cc1ccccc1-c1noc(-c2nnn(-c3ccc(F)cc3)c2C)n1 |
| 2% | COCCOC1CCN(C(=O)CCc2ccc(OC)cc2)C1 (stereo not drawn) |
| 30%[176 µM] | COc1ncccc1-c1cc(C2=CCOCC2)c2cncn2c1 |
| 18% | O=C(c1cccc(Cl)c1)N1CCc2nc(-c3ccccc3)nc(-c3ccc(Cl)cc3)c2C1 |
| -6% | O=c1c2cc(-c3cccs3)nn2ccn1CC(O)c1cccc(Cl)c1 (stereo not drawn) |
| 44%[activator] | Cc1cccc(-c2nc3n(CC(=O)N4CCC(C)CC4)c(C)cc(=O)n3n2)c1 |
| ? | c1cncc(-c2n[nH]c(CC3CCNC3)n2)c1 (stereo not drawn) |
| 6% | O=C(c1ccccc1Cl)N1CCc2nc(C3CC3)nc(-c3ccc(O)cc3)c2CC1 |
| 34%[activator] | CCN(CC)S(=O)(=O)NC1CCCN(CCCc2ccccc2)C1 (stereo not drawn) |
| 12%[176 µM] | CN(C)Cc1cn(C[C@H]2C[C@@H](NS(C)(=O)=O)[C@H](O)[C@@H]2O)nn1 |

The closing 2 entries of the section before lead into the next:
| ALOX12 inh | SMILES |
| --- | --- |
| 34%[activator] | CCN(CC)S(=O)(=O)NC1CCCN(CCCc2ccccc2)C1 (stereo not drawn) |
| 12%[176 µM] | CN(C)Cc1cn(C[C@H]2C[C@@H](NS(C)(=O)=O)[C@H](O)[C@@H]2O)nn1 |
| 16% | CCC(Nc1ccc2oc(C)nc2c1)C(=O)Nc1ccc(F)cc1 (stereo not drawn) |
| -3% | Cn1c(=O)c2c(nc(Cl)n2CC(=O)N(Cc2ccccc2F)C2CC2)n(C)c1=O |
| 36%[activator] | COc1ccccc1NC(=O)N1CCc2cc(OC)c(OC)cc2C1CNC(=O)NC(C)(C)C (stereo not drawn) |
| 8% | CCc1noc(-c2ccn3c(CNC(=O)Cc4cccc(OC)c4)nnc3c2)n1 |
| ? | CN(C)C(=O)c1nc(-c2cc(Cl)cc(Cl)c2)c2ccccn12 |
| 2% | Cc1nc(NC(=O)c2c(F)cccc2Cl)sc1C |
| 66% | Cc1nn(C)c(C)c1CN(Cc1ccc2c(C)cc(=O)oc2c1)C1CC1 |
| 40%[activator] | O=C(NCCc1ccccn1)C1CN(S(=O)(=O)c2cccnc2)CC12CCCCC2 (stereo not drawn) |
| -6% | CC(C#N)CN(C)c1nc(-c2ccncc2)nc2ccccc12 (stereo not drawn) |
| 13% | O=C1NCCCCCCN(C(=O)c2cccnc2)[C@H]2C[C@H](c3nc(Cc4ccccc4)no3)C[C@@H]12 |
| 35µM* | O=C1NCc2ccccc2CC12CCN(Cc1ccc(Oc3ccccc3)cc1)C2 (stereo not drawn) |
| -8% | CSc1ccc(N/C=C/C(=O)c2cc(C)ccc2C)cc1 |
| 0% | O=C(c1ccccc1)c1ccc(C(=O)N2CCN(c3nc4ccc(F)cc4s3)CC2)cc1 |
| 4%[6.33 µM] | O=C1Nc2ccccc2C12CN([S+](=O)([O-])c1ccccc1)C2 |
| 25% | COC[C@@H]1CN(C(=O)CCc2ccccc2OC)C[C@H]1c1ccncc1 |
| 6% | O=C(Nc1ccc(SC2CCCC2)cc1)C1CC=CCC1 (stereo not drawn) |
| 112%[activator] | O=C(c1cnc2c(O)cccn2c1=O)N1CCC2(CC1)OCCCC2O (stereo not drawn) |
| 12% | CCc1ccc(C(=O)C(C)Sc2nc(CN3CCOCC3)nc3ccccc23)cc1 (stereo not drawn) |
| ? | O=C(O)CNC(=O)/C=C/c1cccc(C(F)(F)F)c1 |
| 81%[activator] | CN1CCN(C[C@@H]2CN(C(=O)CCc3c[nH]c4ccccc34)C[C@@H]2CO)CC1 |
| 77%[activator] | CS(=O)(=O)CCC(=O)N1CCC2(CC1)[C@H](O)C[C@@H]2OCCN |
| 38%[activator] | CCCn1nc(C(=O)Nc2ccc(OC)c(OC(F)F)c2)c2ccccc2c1=O |
| -4% | Cc1cc(C)n(CC(=O)N2CCCn3ccnc3C2c2cnn(C)c2)n1 (stereo not drawn) |
